# Compound activity as filed in PubChem.
# NCI-60 one-dose screen, 48 h, at 10 µM unless noted. Numbers give growth in % (100 = growth as untreated, 0 = no growth, -100 = all killed).
# K-562: K-562 leukemia; actives 7.4% (n = 78,000)
# T-47D: T-47D breast cancer; actives 5% (n = 79,000); AID 1794792
# LOX IMVI: LOX IMVI melanoma | actives 7.4% (n = 79,000) | AID 1794757
# BT-549: BT-549 breast cancer | actives 4.4% (n = 78,000) | AID 1794793
# MDA-MB-231: MDA-MB-231 breast cancer. actives 5% (n = 81,000)
# MDA-MB-468: MDA-MB-468 breast cancer; actives 8.5% (n = 78,000)
# MCF7: MCF7 breast cancer; actives 6.3% (n = 82,000); AID 1794796
# HS 578T: HS 578T breast cancer. AID 1794788. actives 4.1% (n = 78,000)
# The depositor's hits bear a star; · = no result given; & = joins results of further samples; [ ] = another dose, or the depositor's remark. Rule for the calls: active = growth percent below 10; inactive = the rest. The order is random; 12% or so of the library scored in one or more.
no.	molecule	K-562	T-47D	LOX IMVI	BT-549	MDA-MB-231	MDA-MB-468	MCF7	HS 578T
1	C=CCC1(C(=O)OCC)CCCCC1=O (stereo not drawn)	110	102	92	103	110	103	102	97
2	CCC(C)N(c1ccc(Cl)cc1)c1nc(-c2ccc(Br)cc2)cs1 (stereo not drawn)	92	79	93	121	89	96	·	91
3	CC(C)c1ccc(C=O)cc1	93	93	102	105	104	129	92	123
4	O=C(/C=C(/C=C/c1cc2ccccc2s1)OB(F)F)/C=C/c1cc2ccccc2s1	101	79	90	110	108	86	82	85
5	Cc1ccc(S(=O)(=O)NCCc2ccccc2)cc1	99	96	94	115	94	101	98	109
6	CC(c1ccccc1)N1CSc2nc(-c3ccccc3)c(-c3ccccc3)n2C1 (stereo not drawn)	99	67	99	94	96	91	87	94
7	O=C1C=CC(=O)N1c1ccccn1	94	106	94	104	102	114	100	97
8	CC(C)(C)c1ccc(OCc2nc3ccccc3n2-c2cccc(N)c2)cc1	101&33	99&32	98&55	115&74	106&53	96&69	92&32	96&54
9	CC(Sc1nc2ccccc2c(=O)n1CCc1ccc(S(N)(=O)=O)cc1)C(=O)Nc1ccccc1 (stereo not drawn)	·	86	92	118	88	107	99	88
10	COc1cc(-c2cc(-c3ccccc3)nc3nc(NC(C)=O)nn23)cc(OC)c1OC	105	86	98	92	91	101	88	106
11	Cc1c(C(=O)NCc2nc3ccccc3[nH]2)[nH]c2ccc(Cl)cc2c1=O	96	98	99	114	111	116	102	100
12	O=C(N/N=C/c1c[nH]c2ccccc12)Nc1ccc(F)c(Cl)c1	15	34	4.2*	18	61	-1.9*	9.3*	59
13	CCOC(=O)c1cc(C(=O)c2ccc(Br)cc2)n2c(-c3ccccn3)cccc12	100	98	93	103	95	108	95	98
14	CCCCCCCCCCCC1=NC(CC)CO1 (stereo not drawn)	92	76	93	93	83	85	99	90
15	CC(=O)OCC(=O)[C@@]1(O)CC[C@H]2[C@@H]3CC[C@@H]4[C@@H](Br)C(=O)CC[C@]4(C)[C@H]3C(=O)C[C@@]21C	96	88	86	104	108	96	92	104
16	Cc1c(/C=C/c2ccccc2O)[nH]c(=O)c(C#N)c1C#N	102	89	93	112	105	81	82	95
17	COc1ccc(C(CC(N)=O)C(=O)O)cc1 (stereo not drawn)	105	108	101	109	113	110	99	104
18	CSCCC1NC(=O)C(/C(C)=N\NC(N)=O)=C1O (stereo not drawn)	118	101	113	94	110	103	92	98
19	N#CCc1nn2c(CCC(=O)c3nc4ncccc4[nH]3)nnc2s1	109	91	91	·	73	96	86	98
20	CCOC(=O)c1nnn(CC(N)=O)c1C	·	87	102	95	105	127	91	99
21	O=C1NC(=O)C2(C=C(c3ccccc3)C(O)(c3ccccc3)C2)N1 (stereo not drawn)	106	115	101	105	112	118	99	·
22	C[C@@H]1CC[C@@]2(C)C(C(=O)O)=CCC[C@@H]2[C@@]1(C)CC(=O)c1ccoc1	107	·	102	103	100	116	99	102
23	CC1=C(C(=O)OCC(C)C)C(c2ccc3c(c2)OCO3)NC(=S)N1 (stereo not drawn)	91	82	96	95	118	95	99	101
24	Cc1ccc(S(=O)(=O)NCCN2c3nc4ccccc4cc3Sc3cc4ccccc4nc32)cc1	88	62	66	46	37	·	69	33
25	COc1cc(C(=O)Cn2nnnc2C(=O)c2ccccc2)cc(OC)c1OC	104	92	98	97	120	113	100	95
26	O=[N+]([O-])c1ccc(Br)cc1Nc1ccccc1	99	95	97	101	101	98	91	105
27	COc1ccc(N(C(C)=O)c2nc(OC(C)=O)cs2)c(OC)c1	91	102	98	101	106	89	94	102
28	CC1=CN2C(=NC3=C(CCCC/C3=C\c3ccccc3)C2c2ccccc2)S1 (stereo not drawn)	98	91	98	108	103	116	95	93
29	O[C@H]1CO[C@H]2[C@@H]1OC[C@@H]2Oc1ccc(Nc2nc(Nc3ccc(F)c(Cl)c3)ncc2F)cc1Cl	115	110	103	105	95	98	88	99
30	OCC[C@@H]1C[C@H]1c1cc2ccccc2o1	102	103	99	101	90	103	98	103

# Some of the entries above, set out differently:
29) O[C@H]1CO[C@H]2[C@@H]1OC[C@@H]2Oc1ccc(Nc2nc(Nc3ccc(F)c(Cl)c3)ncc2F)cc1Cl
  K-562 = 115; T-47D = 110; LOX IMVI = 103; BT-549 = 105; MDA-MB-231 = 95; MDA-MB-468 = 98; MCF7 = 88; HS 578T = 99
30) OCC[C@@H]1C[C@H]1c1cc2ccccc2o1
  K-562 = 102; T-47D = 103; LOX IMVI = 99; BT-549 = 101; MDA-MB-231 = 90; MDA-MB-468 = 103; MCF7 = 98; HS 578T = 103

# (listing goes on)
no.	molecule	K-562	T-47D	LOX IMVI	BT-549	MDA-MB-231	MDA-MB-468	MCF7	HS 578T
31	COc1cc2[nH]c(O)c(C=O)c2cc1OC	50	103	97	111	99	121	101	111
32	C/C(=N\NC(=O)CSc1nc2ccccc2c(=O)n1CCc1ccc(S(N)(=O)=O)cc1)c1cccc(Cl)c1	64	69	84	88	71	101	82	95
33	CC(C)C[C@H]1N[C@@]2(C(=O)Nc3ccccc32)[C@@H](c2ccc(F)cc2)[C@@H]1C(=O)c1ccc(O)cc1	72	72	90	104	86	97	83	85
34	COc1ccc(C(=O)O)cc1	99	113&104	106&95	98&99	99&104	111&106	105&98	116&109
35	CNc1nc(=O)n(C2CCCO2)cc1C (stereo not drawn)	98	111	104	104	107	110	102	106
36	CCC(C)NCCOC(=O)c1ccccc1 (stereo not drawn)	108	113	107	107	127	104	110	141
37	CNC(=O)c1ccccc1C	·	127	106	118	122	105	102	113
38	CCOC(CN1C(=O)c2ccccc2C1=O)OCC	109	100	95	107	101	103	107	105
39	O=C(CSc1nc2ccccc2c(=O)n1CCc1ccccc1)Nc1ccc(F)cc1	·	75	83	92	78	77	82	85
40	COC(=O)C1(CC(=O)CC(=O)CC2(C(=O)OC)NC(=S)NC(=O)C2C#N)NC(=S)NC(=O)C1C#N (stereo not drawn)	93	100	·	112	111	108	94	104
41	C/C(=N\NC(N)=O)c1cccc(/C(C)=N/NC(N)=O)n1	121	68	81	23	73	45	84	99
42	N#Cc1nc(-c2cccs2)oc1N1CCN(S(=O)(=O)c2ccccc2)CC1	·	87	98	114	99	89	85	104
43	O=[N+]([O-])c1ccc(CCCl)cc1	107	105	90	·	112	104	98	129
44	COc1nc(N)nc2n[nH]nc12	72	89	55	84	·	93	100	99
45	O=C1c2cccc3c(-c4ccc5c(c4)ncn5C4CCCCC4)ccc(c23)C(=O)N1CCN1CCOCC1	·	89	99	85	91	101	89	103
46	NS(=O)(=O)c1ccc(CN2C(=O)c3cccc4cccc(c34)C2=O)cc1	96	78	96	96	94	98	94	·
47	O=C(O)C(O)C(=O)O	100	97	112	101	107	97	103	116
48	CCOC(=O)c1nnn(-c2ccc(F)cc2)c1/C=C1\SC(=S)NC1=O	91	99	97	105	112	115	101	104
49	Cc1ccc(/C=C(/C(=O)c2ccccc2)c2ccccc2)cc1	88	86	90	100	110	94	108	104
50	CCN(Cc1ccccc1)C1CCN(Cc2cc(Br)ccc2O)CC1	12	44	55	81	26	25	46	57
51	C#C[C@]1(O)CC[C@H]2[C@@H]3CC=C4c5sc(Nc6cccc(F)c6)nc5CC[C@]4(C)[C@H]3CC[C@@]21C	0.9*	30	-58*	19	31	3.9*	0.9*	-7.5*
52	Cc1nc(Nc2ccc(Br)cc2)sc1C(=O)O	·	26	75	58	55	34	51	74
53	COc1ccc(-c2cc3ccc(F)cc3c(=O)[nH]2)cc1	86	75	101	92	96	75	43	107
54	O=C1Nc2ccccc2/C1=C/c1ccc(Cl)s1	100	16	93	97	83	40	44	84
55	Cc1nc2ccccc2n1-c1ncnc2c1CC(C)c1ccccc1N2C (stereo not drawn)	31	72	83	92	·	81	62	82
56	CC1COCC(C)N1C(=O)c1cccnc1 (stereo not drawn)	97	104	98	128	111	100	84	98
57	COc1cccc(NC(=O)c2sc3nc4c(cc3c2N)C(O)CCC4)c1 (stereo not drawn)	7.8*	62	26	44	24	49	16	30
58	C/C(=N\NC(=O)CSc1nc(-c2cnccn2)cc(-c2cccs2)c1C#N)c1ccc(Cl)cc1	97	89	89	97	94	100	78	90
59	COc1ccc(C2CC(=O)C=C3c4ccc(OC)cc4CCC32)cc1 (stereo not drawn)	87	·	109	91	133	·	106	97
60	Cc1cccc2c1O/C(=C\c1ncc([N+](=O)[O-])n1C)C2=O	0.4*	90	-40*	-54*	-7.8*	-13*	2.7*	-24*
61	O=C(Nc1sc2c(c1C(=O)O)CCCC2)c1ccccc1	104	84	104	113	95	94	71	102
62	C=C(C=O)[C@@H]1CC[C@]2(COC(C)=O)CC[C@]3(C)C(CC[C@@H]4[C@@]5(C)CC[C@H](OC(C)=O)C(C)(C)[C@@H]5CC[C@]43C)[C@@H]12 (stereo partly drawn)	2.9*	4.4*	-84*	11	-32*	5.2*	-33*	-12*
63	O=C(CCN1CCCCC1)c1cccc(Cl)c1	96	99	100	106	114	113	89	116
64	Cc1ccc(N=Nc2ccc(C)cc2)cc1	98	90	98	90	101	96	101	104
65	COc1ccccc1NC(=O)C(/C=N/C(N)=S)=C(\C)O	99	77	92	96	101	101	76	106
66	Cc1cccc(C(=O)N2C(=O)[C@]3(c4ccccc42)[C@@H](c2ccc(F)cc2)[C@H](C(=O)c2ccc(O)cc2)[C@@H]2CCCN23)c1	48	77	·	95	77	86	68	94
67	COc1ccc(C2CC(c3ccc(S(=O)(=O)NCCNc4nc(N(C)C)nc(N5CCOCC5)n4)cc3)=Nc3c(N)nc(N)nc3N2)cc1 (stereo not drawn)	69	77	91	67	74	74	87	53
68	COc1ccc(C2CC(c3ccccc3)=NN2C(=O)c2ccc(S(C)(=O)=O)cc2)cc1 (stereo not drawn)	87	84	102	94	101	98	93	94
69	O=C(/C=C/c1cn(-c2ccccc2)nc1-c1ccc(Cl)cc1)OCc1cn(-c2ccccc2[N+](=O)[O-])nn1	94	74	87	104	103	97	81	94
70	COC(=O)CCC(=O)NC1C2CC3CC(C2)CC1C3 (stereo not drawn)	97	80	103	115	105	95	92	91
71	CCOC(=O)c1c2c(cn1Cc1ccc(C)cc1)-c1oncc1CC2	88	·	93	95	80	93	96	90
72	Cc1ccc(-c2c3c(nc4ncn5ncnc5c24)C(C)CCC3)cc1 (stereo not drawn)	100	97	85	203	106	102	109	107
73	CCCCCCCCCN1CCCCC1	94	·	97	74	108	98	90	96
74	CCOC(=O)C(Cc1cc(I)c(O)c(I)c1)NC(=O)c1ccccc1 (stereo not drawn)	97	87	103	101	102	99	93	87
75	CCCCCSc1oc(-c2ccc(F)cc2)nc1S(=O)(=O)c1ccc(C)cc1	80	64	87	79	86	63	85	102
76	O=C(CSc1nc2ccccc2c(=O)n1-c1ccc(S(=O)(=O)Nc2ccc(Cl)nn2)cc1)Nc1ccc(S(=O)(=O)Nc2ccc(Cl)nn2)cc1	88	98	90	·	102	95	95	106
77	O=C1c2ccccc2C(=O)N1c1ccccc1O	109	96	101	99	114	109	96	104
78	Cc1csc(N2N=C(c3cc4ccccc4o3)CC2c2c[nH]c3ccccc23)n1 (stereo not drawn)	·	63	87	96	70	96	61	104
79	Cc1cccc(C(C)(C)O)c1	·	89	99	107	121	115	103	107
80	O=[N+]([O-])c1ccccc1NCc1c(O)ccc2ccccc12	103	97	88	108	92	103	88	100

# (further entries)
no.	molecule	K-562	T-47D	LOX IMVI	BT-549	MDA-MB-231	MDA-MB-468	MCF7	HS 578T
81	CCCCNCC#N	123	113	99	111	103	109	95	137
82	CCOC(=O)C(C(C)=O)C1C=Cc2ccccc2N1C(=O)c1ccccc1 (stereo not drawn)	95	81	93	98	104	108	109	111
83	O=CNc1ncccn1	97	100	98	113	96	101	83	104
84	CCSc1nnc(-c2cnn3c2NC(c2ccccc2)C3)n1-c1cccc(F)c1 (stereo not drawn)	81	95	107	100	91	107	89	78
85	C#CCOc1cccc(Nc2ncc3ncn(C4CCN(C(=O)CCl)C4)c3n2)c1 (stereo not drawn)	5.6*[6.25 µM]	-11*[6.25 µM]	-55*[6.25 µM]	29[6.25 µM]	2.2*[6.25 µM]	25[6.25 µM]	8.0*[6.25 µM]	82[6.25 µM]
86	COc1ccc(NC(=O)c2sc3nc4c(cc3c2N)C(O)CCC4)cc1 (stereo not drawn)	81	94	102	97	116	92	90	112
87	NNC(=O)CSc1nc2sc3c(c2c(=O)n1-c1ccccc1)CCCCC3	97	87	55	92	86	109	95	108
88	COc1cc2c(cc1O)CC[C@@H]1[C@@H]2CC[C@]2(C)[C@@H](NCCN(C)C)CC[C@@H]12	·	-65*	-84*	-84*	-83*	-85*	-76*	-57*
89	CN1CC(c2ccc(OCc3ccccc3)cc2)C(C(=O)c2ccccc2)C12C(=O)c1ccccc1C2=O (stereo not drawn)	96	67	94	97	100	110	84	92
90	CCc1ccc(C2=NN(c3ccc(S(N)(=O)=O)cc3)C(c3cccc(Cl)c3)C2)cc1 (stereo not drawn)	75	70	102	110	111	110	85	117
91	Oc1ccc(-c2nc3ccc4[nH]ncc4c3c3c2CCCC3)c2cccnc12	7.2*	15	3.4*	-13*	19	-17*	2.1*	-15*

# Retrieved by compound from the entries so far:
no.	molecule	K-562	T-47D	LOX IMVI	BT-549	MDA-MB-231	MDA-MB-468	MCF7	HS 578T
83	O=CNc1ncccn1	97	100	98	113	96	101	83	104
89	CN1CC(c2ccc(OCc3ccccc3)cc2)C(C(=O)c2ccccc2)C12C(=O)c1ccccc1C2=O (stereo not drawn)	96	67	94	97	100	110	84	92
90	CCc1ccc(C2=NN(c3ccc(S(N)(=O)=O)cc3)C(c3cccc(Cl)c3)C2)cc1 (stereo not drawn)	75	70	102	110	111	110	85	117
84	CCSc1nnc(-c2cnn3c2NC(c2ccccc2)C3)n1-c1cccc(F)c1 (stereo not drawn)	81	95	107	100	91	107	89	78
91	Oc1ccc(-c2nc3ccc4[nH]ncc4c3c3c2CCCC3)c2cccnc12	7.2*	15	3.4*	-13*	19	-17*	2.1*	-15*
